Screening results: PubChem BioAssay, several laboratories
aDG glyco act: alpha-DG glycosylation activation. actives 0.22% (n = 360,000). activation, % at 10 µM. AID 624168. Pro5-aDG cells, alpha-DG glycosylation AlphaScreen (IIH6); 0% Pro5, 100% B10-LARGE cell signal;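 active = activation of at least 8% versus controls, or a plate z-score of at least 8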;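 note: Pro5 are CHO cells carrying HIG-tagged alpha-DG that lacks glycosylation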
Vif imaging: inhibitors of HIV Vif. inhibition, % at 7.49 µM. AID 602346. HEK293T cells, Vif self-association by quenched fluorescence, imaging, 24 h. actives 0.35% (n = 340,000); in the data active = inhibition above about 50%, passing the limit was not always enough; note: some results filed as inactive read as strong as hits
Granule exo inh: blocks lytic granule exocytosis. TALL-104 LAMP-1 surface exposure, flow cytometry; cells stimulated with thapsigargin and PMA. inhibition, % at 10 µM. actives 0.66% (n = 360,000);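 active = inhibition above about 55%, limit read from the data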
PDI turbidity: PDI (human) enzyme inhibition | P07237 | PDI insulin aggregation turbidity, A650, 90 min | inhibition, % at 10 µM | actives 0.052% (n = 350,000);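 active = mean inhibition across replicates of 30% or more, whatever share of single replicates reach that level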;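 note: absorbance from insulin aggregation driven by PDI reduction with DTT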
H9c2 protect: modulators protecting cardiomyocytes from myocardial damage. H9c2 cardiomyocytes, H2O2 injury protection, ATPLite, 2 h. protection from H2O2 cell death, % at 20 µM. actives 0.63% (n = 360,000);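 active = compounds giving at least 50% protection of heart cells from peroxide-induced death in the single-dose screen, raw or plate-pattern-corrected value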;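 note: 0% = DMSO wells with peroxide and 100% = DMSO wells without peroxide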
ABCB6 inh 2: inhibitors of human ABC transporter ABCB6; K562-ABCB6 porphyrin accumulation, flow cytometry, 1 h; hits give low values; fluorescence ratio to DMSO, % at 10 µM; actives 0.19% (n = 360,000); AID 602162;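 active = fluorescence ratio to DMSO below 75%, the collection mean minus 3 SD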;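 note: signal is porphyrin accumulated inside mitochondria; 100% equals median channel fluorescence of DMSO control wells; lower ratio means ABCB6 inhibition with less porphyrin fluorescence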
Target sequence (Q9NP58 whole entry, looked up): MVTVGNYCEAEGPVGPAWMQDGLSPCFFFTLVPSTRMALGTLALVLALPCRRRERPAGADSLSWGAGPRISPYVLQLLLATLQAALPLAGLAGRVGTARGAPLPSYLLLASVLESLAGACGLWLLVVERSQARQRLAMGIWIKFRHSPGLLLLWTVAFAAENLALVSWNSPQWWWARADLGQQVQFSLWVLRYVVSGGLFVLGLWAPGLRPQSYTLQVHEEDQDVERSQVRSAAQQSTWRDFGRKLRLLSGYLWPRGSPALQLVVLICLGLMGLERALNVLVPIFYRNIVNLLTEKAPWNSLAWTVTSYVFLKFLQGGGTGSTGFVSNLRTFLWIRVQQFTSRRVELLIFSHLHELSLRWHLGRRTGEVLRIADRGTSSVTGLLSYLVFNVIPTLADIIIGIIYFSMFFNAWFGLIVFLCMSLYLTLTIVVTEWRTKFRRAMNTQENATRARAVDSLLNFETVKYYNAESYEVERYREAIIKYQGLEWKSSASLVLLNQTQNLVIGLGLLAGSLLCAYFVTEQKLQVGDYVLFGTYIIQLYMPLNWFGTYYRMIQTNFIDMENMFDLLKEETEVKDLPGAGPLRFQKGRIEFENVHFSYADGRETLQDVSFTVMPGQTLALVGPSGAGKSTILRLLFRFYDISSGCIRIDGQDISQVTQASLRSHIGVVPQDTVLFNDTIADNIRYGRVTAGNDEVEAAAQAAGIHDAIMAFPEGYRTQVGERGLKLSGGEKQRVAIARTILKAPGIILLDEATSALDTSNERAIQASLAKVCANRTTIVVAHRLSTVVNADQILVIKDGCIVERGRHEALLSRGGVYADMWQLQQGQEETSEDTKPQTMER
m5-HT2A agonist: activates the mouse 5-HT2A serotonin receptor | P35363 | CHO-K1 mHTR2A beta-arrestin complementation, luminescence; percent of 30 µM serotonin response | activation, % at 7.6 µM | actives 0.66% (n = 360,000) | AID 624169;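 active = activation above a run cutoff, the mean activation of all tested compounds plus 3 SD, cut at about 14% in these data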;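 note: 0% = plate median of compound wells and 100% = 30 µM serotonin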
CaV13 FRET inh: Disruptors of the CACNA1D IQ motif to Ca2+-dependent inactivation inhibitor domain association, primary screening, Förster resonance energy transfer in intact living … | HEK cells, CFP/YFP FRET ICDI-IQ, plate reader, 10 min; percent FRET-ratio fall versus neutral wells | inhibition, % at 12.3 µM | actives 0.098% (n = 340,000);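 active = mean replicate inhibition of at least 30% and at least 1% of replicates passing that level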;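 note: 0% = median of the neutral control wells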
hiPSC survival: enhancers of human iPSC single-cell survival; hiPSC single-cell survival, ATPlite luminescence; 100% = ROCK inhibitor wells, 0% = DMSO; survival enhancement, % at 20 µM; actives 0.044% (n = 360,000); AID 602274; in the data active = survival enhancement above about 18%;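 note: cells exposed to compounds for 16 hours before the ATP read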
Glyco luc inh: N-linked glycosylation inhibition | reporter increase, % at 12.5 µM | actives 0.23% (n = 360,000) | D54 ERlucT glycosylation luciferase reporter, 24 h; percent of 100 nM tunicamycin response;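 active = mean luciferase reporter signal, scaled so untreated is 0 and the glycosylation-blocking control 100, at or above a set limit in every replicate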;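 note: luciferase carries N-glycosylation sites so blocking glycosylation raises the light; 0% = median of neutral control wells and 100% = median of 100 nM tunicamycin wells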
Active calls of the source: *; . = no result given.

Below each compound – aDG glyco act	Vif imaging	Granule exo inh	PDI turbidity	H9c2 protect	ABCB6 inh 2	m5-HT2A agonist	CaV13 FRET inh	hiPSC survival	Glyco luc inh
> CCn1nnc2cc(C(=O)NCC(c3ccccc3OC)N(C)C)ccc21 (configuration not stated)
 : 0.2	17	0	-40	0	102	0	-4	0.5	0
> CN(Cc1nc2ccccc2c(=O)[nH]1)c1ccccc1
 : -0.4	7	-5	15	30	96	0	-6	-1.8	4
> Cn1cnc2c(cnn2-c2ccccc2)c1=O
 : -0.2	-4	27	3	3	100	3	-19	0.5	5
> COc1ccccc1CCN1CCCC(CN(C)CC(C)(C)CO)C1 (configuration not stated)
 : 0.0	-12	62*	11	-1	96	-3	-5	-0.1	-1
> CC/C=C/C(=O)N1CC2(CC(c3cccc(NC(=O)c4ccccc4)c3)=NO2)C[C@@H]1C(N)=O (some centres not stated)
 : -0.1	1	-7	-20	-2	90	12	-5	0.1	-1
> CC(=O)n1cc(/C=N/NC(N)=S)c2ccccc21
 : -0.3	13	-3	0	-1	89	-1	-5	-0.9	5
> O=C1c2cccnc2C(=O)N1Cc1ccc(S(=O)(=O)NCc2ccco2)s1
 : 0.0	19	10	4	-2	104	-3	-3	-0.2	2
> O=C(O)c1ccccc1SSc1ccccc1C(=O)O
 : -0.1	.	-6	-2	0	110	0	-3	0.8	1
> Cc1ccc(-c2c(C#N)c(N)n(-c3ccccc3)c(=O)c2C#N)cc1
 : -0.4	-1	-5	-3	2	98	-2	.	2.1	0
> O=C(NC(=S)Nc1ccc(Cl)c(C(=O)O)c1)c1cncc(Br)c1
 : 0.1	-4	6	16	1	100	-1	-19	0.0	2
> Cc1nn(C)cc1/C=N/O
 : -0.2	8	0	3	6	100	3	-5	-1.3	1
> CC(C)(C)C(=O)NCCCNc1ccc([N+](=O)[O-])cc1
 : 2.4	-6	4	-3	-2	109	-2	-5	-0.5	1
> O=C(Nc1ccc(Cc2ccncc2)cc1)C1CCC(N2C(=O)C3C4C=CC(C4)C3C2=O)CC1 (configuration not stated)
 : 1.1	-22	-3	-10	-6	92	3	-6	-1.5	-4
> Cc1c(Cc2ccc3c(c2)OCO3)sc(NC(=O)c2ccccc2)c1C(N)=O
 : 0.0	.	-2	.	-2	100	15*	-5	3.6	4
> CCC(=O)N(Cc1cc2ccccc2[nH]c1=O)c1ccc(OC)cc1
 : -0.2	-1	1	-1	-2	99	1	3	3.9	-1
> COc1ccccc1N(CC(=O)NCCSC(C)(C)C)S(C)(=O)=O
 : -0.1	1	-1	12	4	98	1	-8	2.1	-1
> Fc1ccc(/C=N/N2CCOCC2)c(F)c1
 : -0.2	-2	-1	6	2	103	2	-5	0.1	1
> O=C(c1cccc(S(=O)(=O)N2CCN(c3ccc(F)cc3)CC2)c1)N1CCCC(C(F)(F)F)C1 (configuration not stated)
 : 1.7	-16	-5	5	-9	98	-1	-5	-0.6	-3
> CC(Sc1ncc(C(F)(F)F)cc1Cl)C(=O)NCC1CCCO1 (configuration not stated)
 : 0.0	-3	-1	9	-1	91	0	-2	0.0	0
> O=C(COc1ccc2c(c1)oc(=O)c1ccccc12)N[C@@H](Cc1ccccc1)C(=O)O
 : 0.2	-7	0	.	3	100	-1	.	-2.2	-1
> Oc1ccc(Nc2nc(Cl)nc(NCc3ccco3)n2)cc1
 : -0.2	-6	-1	-35	10	87	2	-3	0.5	4
> CCCCn1c(=O)[nH]c(=O)c2c1nc(-c1ccncc1)n2CCOC
 : -0.2	8	-1	-6	9	95	-1	.	2.3	3
> CC1=C(C(=O)N(C)C)CC(CC(=O)NCCc2ccccn2)C(=O)N1CCCN1CCCC1=O (configuration not stated)
 : 0.3	5	0	2	6	96	0	-10	0.7	1
> CCCCCC(=O)N1CC2(CC(c3cccc(NC(=O)COc4ccc(Cl)cc4)c3)=NO2)C[C@@H]1C(N)=O (some centres not stated)
 : 0.2	-27	-2	-3	-11	95	5	-12	-3.8	-2
> O=C(O)c1ccc(CN2C[C@@H](CO)O[C@@H](n3cnc4c(N5CCOCC5)ncnc43)C2)cc1
 : 0.0	4	-1	7	0	102	0	-4	-0.2	0
> COc1ccc2ccccc2c1C1CC(=O)N2CN(C)CSC2=C1C#N (configuration not stated)
 : 0.5	8	9	-3	3	107	0	-3	-1.7	4
> COc1ccc([C@H]2CC(=O)C[C@@H](CCn3cc(C)nn3)O2)cc1
 : -0.3	.	-3	.	.	133	0	-9	0.1	.
> O=C(Nc1ccc(-c2cnco2)cc1)c1ccccc1
 : 0.1	-2	-8	6	-2	97	-7	-21	-0.6	0
> COc1ccc(C(CNC(=O)c2oc3ccc(Br)cc3c2C)N2CCCCC2)cc1 (configuration not stated)
 : 0.0	2	48	-6	3	97	-6	-1	0.0	-10
> Cn1c(Cn2cnc([N+](=O)[O-])n2)nnc1SCC(=O)Nc1ccccc1
 : -0.2	-18	2	2	15	103	0	-5	-0.4	4
> COc1ccc(S(=O)(=O)N[C@H]2CC[C@H](CCNC(=O)c3ccccc3F)O[C@@H]2CO)cc1
 : 0.0	.	-4	.	.	.	9	-3	.	.
> CC(C)c1nnc(NC(=O)C2CCN(c3nc4ccccc4s3)CC2)s1
 : 0.1	0	0	-6	-6	100	1	-5	-1.0	1
> COC(=O)CN1C(=O)COc2ccc(S(=O)(=O)N3CCOCC3)cc21
 : 0.2	9	3	8	-3	95	-7	-5	0.4	0
> CCC(C)(C)n1nnnc1C(c1ccc2ncccc2c1)N1CCN(Cc2ccc3c(c2)OCO3)CC1 (configuration not stated)
 : 1.6	1	2	13	-3	94	-4	.	-0.6	-1
> CCc1c(C)nc2ncnn2c1NCCc1ccc(OC)cc1
 : 2.1	.	2	3	-15	96	-1	-7	-1.2	17
> CCc1ccccc1NC(=O)N[C@@H](C)C(=O)O
 : 0.1	16	8	1	-2	97	0	-9	-1.7	-1
> O=C(Cc1cccc2ccccc12)Nc1ccc(Br)cc1C(=O)O
 : 0.1	-1	2	-10	0	95	8	-5	-0.4	1
> Cn1c(=O)[nH]c2cc(Cl)cnc21
 : -0.1	5	-3	-4	14	99	2	-6	5.4	2
> O=C(N/N=C/c1ccc2c(c1)OCO2)c1cc(-c2ccco2)nc2ccccc12
 : -0.2	2	8	-3	-9	96	-3	-4	0.0	10
> COc1ccc2c(c1)CCCC(Br)C2=O (configuration not stated)
 : 0.2	0	20	-2	-3	107	-5	-6	-1.5	1

3 entries from above, bar-delimited:
canonical_smiles | aDG glyco act | Vif imaging | Granule exo inh | PDI turbidity | H9c2 protect | ABCB6 inh 2 | m5-HT2A agonist | CaV13 FRET inh | hiPSC survival | Glyco luc inh
O=C(Cc1cccc2ccccc12)Nc1ccc(Br)cc1C(=O)O | 0.1 | -1 | 2 | -10 | 0 | 95 | 8 | -5 | -0.4 | 1
Cn1c(=O)[nH]c2cc(Cl)cnc21 | -0.1 | 5 | -3 | -4 | 14 | 99 | 2 | -6 | 5.4 | 2
O=C(N/N=C/c1ccc2c(c1)OCO2)c1cc(-c2ccco2)nc2ccccc12 | -0.2 | 2 | 8 | -3 | -9 | 96 | -3 | -4 | 0.0 | 10

The list continues:
Below each compound – aDG glyco act	Vif imaging	Granule exo inh	PDI turbidity	H9c2 protect	ABCB6 inh 2	m5-HT2A agonist	CaV13 FRET inh	hiPSC survival	Glyco luc inh
> Cc1ccccc1S(=O)(=O)Nc1cccnc1
 : 0.2	7	1	1	9	99	-13	.	0.6	1
> Cc1ccc(C2=NS(=O)(=O)N(C)C(C(=O)NCc3ccco3)=C2)cc1
 : 0.0	-8	0	.	0	98	-12	-12	7.2	3
> O=C(CSc1nccc(=O)[nH]1)Nc1ccc(Oc2ccccc2)cc1
 : -0.1	12	4	15	-1	97	-6	-4	0.1	2
> CC1(C(=O)N2Cc3ccccc3C2)CCN1C(=O)C1(c2ccccc2)CC1 (configuration not stated)
 : 0.1	2	0	-2	8	97	-4	-6	3.9	2
> Cc1[nH]c2ccccc2c1/C=N/Nc1ccccc1[N+](=O)[O-]
 : -0.7	-4	-3	-3	-9	95	-5	-19	0.1	1
> CC(C)c1ccc(/C=c2\sc3n(c2=O)C(N)=C(C#N)C(c2ccc(C(C)C)cc2)C=3C(N)=O)cc1 (configuration not stated)
 : 0.3	-11	1	2	10	86	3	-4	-0.2	1
> Cc1ccc(C(C)C)c(OCC(=O)NN=C2CCCC2)c1
 : -0.1	0	-2	0	0	96	1	-2	-1.6	-1
> CCCOC(=O)c1ccc(N2C(=O)c3ccccc3C2=O)cc1
 : -0.2	5	-6	-3	-1	94	-3	-4	-1.7	2
> O=C(NC(=S)Nc1ccc(CN2CCOCC2)cc1)c1ccc(-c2cccc(Cl)c2)o1
 : 0.2	-8	58*	-6	28	96	-3	-5	-0.8	2
> NS(=O)(=O)c1ccc(CCNC(=O)CCc2nc3sc4c(c3c(=O)[nH]2)CCCC4)cc1
 : 1.4	15	20	9	14	94	-3	-6	-0.5	1
> Cc1ccn(CCC(=O)N2CCCC(CCC(=O)NCc3ccc(F)c(F)c3)C2)n1 (configuration not stated)
 : -0.2	2	-3	2	1	100	0	5	-1.0	-1
> CCOC(=O)c1c(C)oc2cc(Br)c(OC(C)C(=O)OCC)cc12 (configuration not stated)
 : 0.4	-7	-2	-4	-1	94	0	-3	5.5	1
> O=C(Nc1ccccc1-c1nc2ccccc2s1)C1=COCCO1
 : 0.1	2	-2	-5	-2	93	3	-17	-1.2	-2
> CN1CCN(c2ccccc2NC(=O)c2ccc(-c3cccc([N+](=O)[O-])c3)o2)CC1
 : -0.5	-2	4	-1	77*	97	-7	-7	1.0	5
> Nc1ccc(S(=O)(=O)Nc2ncccn2)cc1
 : 1.5	1	-4	-7	6	108	-4	-4	-2.1	2
> O=C(CC(c1cccs1)S(=O)(=O)c1ccccc1)c1ccc(F)cc1 (configuration not stated)
 : 0.1	3	2	-2	-3	98	-3	-5	-1.6	1
> O=c1[nH]c(=O)n([C@H]2C[C@H](O)[C@@H](CO)O2)cc1C(F)(F)F
 : -0.2	-2	3	0	25	100	-1	-5	5.5	-3
> CC(O)c1nc2ccc(Cc3ccc4nc(C(C)O)[nH]c4c3)cc2[nH]1 (configuration not stated)
 : -0.3	1	6	7	-7	96	3	-5	-2.9	1
> N#CCCN(NC(=O)OCc1ccccc1)C(=O)OCc1ccccc1
 : 0.1	-5	22	-12	-5	113	-5	-5	0.7	0
> Cc1cc(C)n(-c2nc(SCC(=O)O)c3c4c(sc3n2)COC(C)(C)C4)n1
 : 0.0	2	-4	2	5	102	0	-16	0.0	1
> COc1ccc(-c2cc(=O)oc3cc(O)ccc23)cc1
 : 0.0	-4	5	-4	44	87	-4	-17	3.2	-7
> CC(=O)N1c2ccc(S(=O)(=O)NCCC(=O)NCCc3cccc(C)c3)cc2CC1C (configuration not stated)
 : 0.0	-2	22	-1	-6	101	-4	-5	0.4	1
> Cc1ccccc1CN1CCNC(=O)C1CC(=O)N(C)CCC1CCOCC1 (configuration not stated)
 : -0.2	0	-1	6	-8	99	7	-7	-0.3	0
> C[C@H](NC(=O)c1nc[nH]c1C(=O)N[C@@H](CCCCNC(=O)OC(C)(C)C)C(=O)OC(C)(C)C)C(=O)OCc1ccccc1
 : 1.3	-2	-1	1	0	93	14	23	-2.6	-2
> Cc1ccc(N2CC(C(=O)Nc3ccc4c(c3)OCCO4)CC2=O)cc1 (configuration not stated)
 : 0.0	4	0	5	-4	90	0	-10	3.3	-2
> C[C@H](CO)N1C[C@H](C)[C@@H](CN(C)S(=O)(=O)c2ccccc2)Oc2c(cccc2N(C)C)C1=O
 : 0.1	.	3	5	5	96	-3	-11	2.6	2
